KOR beta-arrestin-1 = KOR agonists, beta-arrestin recruitment, primary screen, cell-based, luminescence, uHTS (AID 1777); Kappa-type opioid receptor (Homo sapiens); KOR beta-arrestin recruitment, luminescence; higher % means a stronger effect; activation, % at 10 µM, or EC50 in µM where a hit was titrated; 280,000 compounds, 0.02% hits; in the data active means activation above about 50%, passing the limit was not always enough; further: a part of the inactive calls stands beside numbers as strong as those of hits
HEK293 NOD2/NF-kB = NOD2 signaling inhibitors, cell-based, luminescence, uHTS, HEK293 (AID 1566). HEK293 NOD2/NF-kB luciferase reporter, luminescence; higher % means a stronger effect. one-dose inhibition, % at 4 µM; EC50 in µM for titrated hits. 290,000 compounds, 0.63% hits; further: many of its hits are not listed in these tables
NOD1 inhibition = NOD1 signaling inhibitors, primary screen, cell-based, luminescence, uHTS (AID 1578); NOD1-driven NF-kB luciferase reporter cells, luminescence; higher % means a stronger effect; one-dose inhibition, % at 4 µM; EC50 in µM for titrated hits; 290,000 compounds, 1% hits; in the data active means inhibition mostly above about 36%, no sharp cut-off; inactive means mostly below about 34%;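 further: HEK-293T reporter cells stimulated with the NOD1 agonist gamma-tri-DAP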
P. falciparum M1AAP = P. falciparum M1AAP inhibitors, biochemical, fluorogenic H-Leu-NHMec substrate, 1536-well (AID 1445). recombinant M1AAP, H-Leu-NHMec fluorogenic kinetic assay; higher % means a stronger effect. inhibition, % at 30 µM; hits with a dose series show IC50 in µM. 220,000 compounds, 0.42% hits;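 active means primary inhibition above the hit cutoff, then over 50% inhibition at one or more dose response concentrations, cut at about 23% in these data, passing the limit was not always enough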;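 further: plate controls were DMSO full reaction for no effect and no enzyme background for full effect; strong numbers were not always called active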
AID2073 = inhibitors of Mint1-CaV2.2 protein interaction, biochemical, HTRF (AID 2073). Voltage-dependent N-type calcium channel subunit alpha-1B (Homo sapiens). HTRF protein-protein interaction, Mint1-CaV2.2; higher % means a stronger effect. inhibition, % at 20 µM, or IC50 in µM where a hit was titrated. 290,000 compounds, 0.19% hits; in the data active means inhibition mostly above about 51%, no sharp cut-off; further: some results filed as inactive read as strong as hits
GPR55 beta-arrestin = GPR55 agonists via beta-arrestin recruitment, primary screen, imaging, U2OS cells, beta-arrestin-GFP redistribution (AID 1961); U2OS GPR55 beta-arrestin-GFP redistribution imaging; higher % means a stronger effect; one-dose activation, % at 10 µM; EC50 in µM for titrated hits; 290,000 compounds, 0.048% hits;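 active means activation above 40% with more than 50 cells counted in the well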;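 further: U2OS osteosarcoma cells stably expressing GPR55 and beta-arrestin-GFP; plate controls were DMSO negative control for no effect and LPI positive control for full effect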
KOR beta-arrestin-2 = KOR antagonists, beta-arrestin recruitment, cell-based, luminescence, uHTS (AID 1778). Kappa-type opioid receptor (Homo sapiens). KOR beta-arrestin recruitment, luminescence, antagonist mode; higher % means a stronger effect. inhibition, % at 10 µM, or IC50 in µM where a hit was titrated. 290,000 compounds, 0.091% hits; further: strong numbers were not always called active
P. falciparum M17LAP = P. falciparum M17LAP inhibitors, primary screen, biochemical, fluorogenic H-Leu-NHMec substrate, 1536-well (AID 1619); 220,000 compounds, 0.38% hits; inhibition, % at 30 µM; hits with a dose series show IC50 in µM; recombinant M17LAP, H-Leu-NHMec fluorogenic kinetic assay; higher % means a stronger effect;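 active means compound inhibiting the enzyme by more than half at any dose during confirmatory dose-response retesting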;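 further: plate controls were full reaction with DMSO carrier for no effect and no enzyme background for full effect; strong numbers were not always called active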
Dynein cargo inh = inhibitors of GR-EGFP nuclear translocation, primary screen, dynein cargo transport inhibitor project, imaging, high-content, 3617.4 mouse cells; test concentration mostly 20 µM; stimulated with dexamethasone, 1 µM; active compounds read low; z-score, hits read low; 220,000 compounds, 0.47% hits;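 active means plate z-score of nuclear minus cytoplasmic receptor signal below a set negative limit, without overly bright fluorescence or cell loss, cut at about -3.5 in these data, passing the limit was not always enough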;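 further: z-score of nuclear minus cytoplasmic ring GR-EGFP intensity difference per well; some compounds called inactive have numbers as strong as hits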
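Buffer or medium: tet-free, stripped-serum medium; Also added: dexamethasone, 1.0 µM final; Technique: high-content fluorescence imaging after fixation; Times: 48 h induction, 1 h compound, 30 min dex at 37 °C; Read-out: per-cell GR-EGFP intensity, nucleus versus surrounding cytoplasmic ring, well-averaged.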
Dynein cargo inh cytoplasmic EGFP = further read-out of Dynein cargo inh, marked with its call; z-score; measured here: cytoplasmic GR-EGFP intensity; active compounds read high
Dynein cargo inh nuclear GR-EGFP = further read-out of Dynein cargo inh, marked with its call; z-score; measured here: nuclear GR-EGFP intensity;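 lower value marks the stronger effect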
Dynein cargo inh cell count = also measured in Dynein cargo inh; calls as there; z-score; measured here: cell count per field
The depositor's hits bear a star; / = not tested or not shown; [ ] = dose if it differs, or a comment. Unless noted, no stated cut-off is given here; in the data, active means inhibition above about 50%; inactive means the rest.

no.	structure	KOR beta-arrestin-1	HEK293 NOD2/NF-kB	NOD1 inhibition	P. falciparum M1AAP	AID2073	GPR55 beta-arrestin	KOR beta-arrestin-2	P. falciparum M17LAP	Dynein cargo inh	Dynein cargo inh cytoplasmic EGFP	Dynein cargo inh nuclear GR-EGFP	Dynein cargo inh cell count
1	O=C(Nc1ccccn1)[C@@H]1CCC(=O)N1C(=O)OCc1ccccc1	2.5%	6%	-18%	2%	5%	-0.2%	-35%	-5%	-0.085	-0.26	0.6	0.17
2	Cc1cc2cc(CN3C(=O)c4ccccc4C3=O)ccc2[nH]1	46%	-7%	-24%	8%	20%	-0.2%	23%	-1%	-1.3	-0.17	0.0071	0.47
3	CNC(=S)N1N=C(c2ccc(Br)cc2)CC1c1ccc(N(C)C)cc1 (centres undefined)	-0.2%	17%	-14%	13%	28%	-0.1%	-27%[20 µM]	-8%	-0.65	-0.27	0.047	0.7
4	O=C(NCc1ccc(Cl)cc1)c1ccccc1CCc1ccccc1	0.2%	-8%	-22%	-6%	6%	-0.4%	2%	1%	0.59	-0.3	0.57	0.2
5	c1ccc2c(c1)nc(Nc1ccc(N3CCCCC3)cc1)c1nncn12	-1.3%	-21%	-1%	0%	20%	-0.3%	-4%	-9%	1.2	-0.024	0.55	-0.71
6	Cc1cccc(NCC(=O)N/N=C\c2ccc[nH]2)c1	0.0%	0%	-2%	11%	3%	0.3%	-18%	-4%	-0.029	-0.23	0.59	-0.98
7	Cc1cc(N2C(=O)C3CC=CCC3C2=O)cc(C)c1Br (centres undefined)	1.8%	29%	6%	6%	-6%	-0.2%	-29%	1%	-0.68	-0.13	-0.054	1.6
8	COc1ccc(OCC(=O)NNC(=O)Nc2cccc(Cl)c2)cc1	1.5%	-19%	-46%	/	9%	-0.1%	1%	/	/	/	/	/
9	COc1cc(S(=O)(=O)N2CCN3CCCC3C2)ccc1-n1cnnn1 (centres undefined)	21%	15%	-10%	-1%	5%	0.2%	12%	9%	0.44	-0.24	0.19	-1.1
10	O=C(CCn1c(=O)oc2ccccc21)N1CCc2ccccc21	1.5%	-42%	-8%	2%	28%	-0.1%	-8%	8%	1.4	-0.45	0.21	0.28
11	O=S(=O)(NCCCCCNS(=O)(=O)c1ccc(F)cc1)c1ccc(F)cc1	-4.1%	11%	3%	4%	-12%	0.0%	11%	-2%	-0.51	-0.17	0.052	0.018
12	O=C(O)/C=C/c1cnc2ccccc2n1	-1.7%	17%	-13%	6%	1%	-0.5%	-13%	35%	0.58	-0.17	-0.1	-0.53
13	Cc1ccc(CSCC(=O)N/N=C/c2cccc(OC3CSC3)c2)cc1	34%	3%	-22%	7%	2%	-0.2%	-17%	-11%	0.48	0.15	0.58	-0.53
14	COc1ccc(N2CCN(CCNC(=O)c3nnc(Cc4c(F)cccc4Cl)o3)CC2)cc1	-1.2%	-14%	-9%	11%	-2%	-0.1%	-4%	5%	-0.76	-0.31	-0.21	0.27
15	CCN(CC)S(=O)(=O)c1cccc(NC(=O)C(=O)c2c(-c3ccccc3)cc3ccccn23)c1	-4.7%	23%	32%	6%	21%	-0.1%	7%	13%	0.14	-0.27	0.28	1.7
16	CCOC(=O)c1c(NC(=O)c2noc3c2CCCC3)sc(C)c1C	-2.5%	30%	7%	3%	-8%	0.7%	36%	1%	3	-0.4	1.1	-0.78
17	Cc1ccc[n+](CC(=O)N2CCCc3ccccc32)c1	1.5%	10%	0%	-1%	-3%	0.2%	-2%	7%	0.15	0.052	0.82	-1.2
18	CCOC(=O)c1[nH]c2ccc(Br)cc2c1NC(=O)CCN1CCCC(C)(C)C1	0.7%	7%	37%	1%	33%	-0.2%	-48%	8%	0.059	-0.25	0.65	-0.1
19	CCOC(=O)C1CCN(C(=O)Cn2nc(C)n3nc(-c4ccc(CC)cc4)cc3c2=O)CC1	0.8%	10%	-9%	/	7%	-0.1%	-33%	/	/	/	/	/
20	COc1ccc(CC2CC(=O)N(c3ccc(C)cc3)C2=O)cc1 (centres undefined)	-3.2%	14%	-11%	/	0%	-0.1%	25%[20 µM]	/	/	/	/	/
21	Cc1c(C)n(Cc2ccc(F)cc2)c2ccc(C(=O)NCCN3CCOCC3)cc12	-4.8%	-7%	-6%	/	-4%	-0.1%	-30%	/	/	/	/	/
22	Nc1cc(=O)n(Cc2ccccc2)c(=O)n1-c1ccc(F)cc1	-1.8%	16%	0%	1%	2%	0.0%	2%	-8%	-0.19	-0.23	-0.2	0.25
23	CCOC(=O)C1=C(CSc2nc3c(cc2C#N)CN(C)CC3)OC(N)=C(C#N)C1c1ccccc1 (centres undefined)	-2.5%	15%	-4%	4%	12%	0.0%	-3%	-3%	-1.2	1	-1	-0.08
24	Cc1ccc(CS(=O)(=O)Cc2ccc(C(=O)NC3CCCC3)o2)cc1	-2.3%	10%	-17%	/	-1%	0.6%	10%	/	/	/	/	/
25	COc1ccccc1C1OC(c2cccc([N+](=O)[O-])c2)=NN1C(C)=O (centres undefined)	/	6%	-30%	0%	8%	-0.1%	8%[20 µM]	-4%	-0.3	-0.25	-0.15	0.54

One compound at a time, from the list above. Order of screens: KOR beta-arrestin-1, HEK293 NOD2/NF-kB, NOD1 inhibition, P. falciparum M1AAP, AID2073, GPR55 beta-arrestin, KOR beta-arrestin-2, P. falciparum M17LAP, Dynein cargo inh, Dynein cargo inh cytoplasmic EGFP, Dynein cargo inh nuclear GR-EGFP, Dynein cargo inh cell count
`Cc1cccc(NCC(=O)N/N=C\c2ccc[nH]2)c1` is entered as 0.0%, 0%, -2%, 11%, 3%, 0.3%, -18%, -4%, -0.029, -0.23, 0.59, -0.98
`Cc1ccc(CSCC(=O)N/N=C/c2cccc(OC3CSC3)c2)cc1` is entered as 34%, 3%, -22%, 7%, 2%, -0.2%, -17%, -11%, 0.48, 0.15, 0.58, -0.53

Rewritten with one line to a screen: entries from further up
(25) COc1ccccc1C1OC(c2cccc([N+](=O)[O-])c2)=NN1C(C)=O (centres undefined)
(3) CNC(=S)N1N=C(c2ccc(Br)cc2)CC1c1ccc(N(C)C)cc1 (centres undefined)
(14) COc1ccc(N2CCN(CCNC(=O)c3nnc(Cc4c(F)cccc4Cl)o3)CC2)cc1
Assay by compound,25,3,14
KOR beta-arrestin-1,/,-0.2%,-1.2%
HEK293 NOD2/NF-kB,6%,17%,-14%
NOD1 inhibition,-30%,-14%,-9%
P. falciparum M1AAP,0%,13%,11%
AID2073,8%,28%,-2%
GPR55 beta-arrestin,-0.1%,-0.1%,-0.1%
KOR beta-arrestin-2,8%[20 µM],-27%[20 µM],-4%
P. falciparum M17LAP,-4%,-8%,5%
Dynein cargo inh,-0.3,-0.65,-0.76
Dynein cargo inh cytoplasmic EGFP,-0.25,-0.27,-0.31
Dynein cargo inh nuclear GR-EGFP,-0.15,0.047,-0.21
Dynein cargo inh cell count,0.54,0.7,0.27

Remaining list, next part.
no.	structure	KOR beta-arrestin-1	HEK293 NOD2/NF-kB	NOD1 inhibition	P. falciparum M1AAP	AID2073	GPR55 beta-arrestin	KOR beta-arrestin-2	P. falciparum M17LAP	Dynein cargo inh	Dynein cargo inh cytoplasmic EGFP	Dynein cargo inh nuclear GR-EGFP	Dynein cargo inh cell count
26	CCOC(=O)N1CCN(C(=O)c2ccc3c(c2)NC(=O)/C(=C\c2cccc(C)c2)S3)CC1	-2.3%	-38%	13%	/	7%	-0.1%	-37%	/	/	/	/	/
27	COc1ccc(-n2c(=O)c3ccccc3n(CC(=O)NC3CCCCC3)c2=O)cc1	-0.4%	6%	-8%	2%	8%	-0.1%	-26%	6%	-0.56	-0.18	-0.05	0.32
28	COc1ccc(NC(=O)c2cc3cccc(OC)c3oc2=Nc2ccc(C(=O)O)cc2)cc1OC	-2.0%	39%	3%	20%	15%	0.1%	-24%	10%	1.6	-0.37	0.24	-0.079
29	CCN(CC)CCNC(=O)Cn1cnc2sc(C)c(S(=O)(=O)N3CCC(C)CC3)c2c1=O	5.6%	2%	-15%	/	3%	-0.2%	-5%	/	/	/	/	/
30	Cc1ccc(CC(=O)NC2CCSC2=O)cc1 (centres undefined)	-4.5%	-2%	-10%	7%	3%	0.6%	-7%	0%	-0.16	-0.28	-0.22	0.55
31	CSC1=C(C#N)C(c2ccc(Cl)cc2)C2=C(CC(C)(C)CC2=O)N1 (centres undefined)	-2.2%	17%	6%	7%	2%	-0.1%	-7%	11%	/	/	/	/
32	CCc1cccc(NS(=O)(=O)c2ccc3c(c2)NC(=O)CO3)c1	-2.5%	35%	-16%	/	5%	-0.2%	-24%	/	/	/	/	/
33	NC(=O)CC[C@@H]1NC(=O)[C@@H]2CCCN2C(=O)c2cc([N+](=O)[O-])cc(I)c2NCCC[C@@H](C(N)=O)NC1=O	-2.0%	11%	-38%	8%	-47%	0.2%	8%	11%	-0.42	-0.25	0.29	0.31
34	O=C(CC12CC3CC(CC(Br)(C3)C1)C2)OCCN1CCCCC1	-1.1%	6%	-20%	-6%	-3%	-0.2%	0%	3%	0.64	-0.056	0.26	-1.9
35	C[C@@H]1CC=C[C@H]2[C@H]1C(=O)N(Cc1ccccc1)[C@H]2c1ccc(F)c(/C=C/c2ccccc2)c1	-2.2%	13%	4%	5%	15%	-0.1%	22%	6%	-0.3	-0.73	-0.19	-0.14
36	Cc1ccc2nc3sc(C(=O)Nc4ccc(N5CCOCC5)cc4)c(N)c3cc2c1	4.2%	24%	-22%	8%	40%	0.9%	5%	-3%	-0.99	1.8	-0.42	0.46
37	Cc1cc(-c2ccccc2)oc(=O)c1NC(=O)c1ccccc1	-0.3%	12%	-42%	-2%	-1%	-0.1%	-35%	9%	-0.63	0.02	0.43	-0.34
38	CNC(=S)Nc1ccc(OC(F)(F)F)cc1	0.1%	1%	22%	-7%	-4%	-0.9%	11%	-4%	0.53	-0.36	1	-0.3
39	CCOC(=O)C1CCCCN1Cc1cccc(Oc2ccccc2)c1 (centres undefined)	-5.1%	6%	-5%	/	4%	-0.4%	-13%[20 µM]	/	/	/	/	/
40	O=C(CC1C(=O)N(c2ccccc2)C(=S)N1c1ccccc1)c1ccccc1 (centres undefined)	-0.1%	9%	-6%	2%	0%	0.6%	-3%	-5%	-0.47	-0.25	-0.25	0.59
41	Cc1ccc(S(=O)(=O)ON2C(=O)c3ccccc3C2=O)c(C)c1	2.6%	9%	28%	5%	20%	-0.2%	-12%	-18%	-4.8*	0.73*	-2.3*	-0.22*

The list is partial; the hit share may differ from the screen's.
